Source: PubChem
ASAP1 inh: blocks human ASAP1-stimulated Arf1 GTP hydrolysis; Q9ULH1; GDP FP detection; inhibition, % at 16.5 µM; hit rate 0.19% among 360,000; in the data active = inhibition above about 25%;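 also: 0% = vehicle with enzyme and substrate and 100% = no enzyme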
Target sequence (Q9ULH1 325-724 limits assumed): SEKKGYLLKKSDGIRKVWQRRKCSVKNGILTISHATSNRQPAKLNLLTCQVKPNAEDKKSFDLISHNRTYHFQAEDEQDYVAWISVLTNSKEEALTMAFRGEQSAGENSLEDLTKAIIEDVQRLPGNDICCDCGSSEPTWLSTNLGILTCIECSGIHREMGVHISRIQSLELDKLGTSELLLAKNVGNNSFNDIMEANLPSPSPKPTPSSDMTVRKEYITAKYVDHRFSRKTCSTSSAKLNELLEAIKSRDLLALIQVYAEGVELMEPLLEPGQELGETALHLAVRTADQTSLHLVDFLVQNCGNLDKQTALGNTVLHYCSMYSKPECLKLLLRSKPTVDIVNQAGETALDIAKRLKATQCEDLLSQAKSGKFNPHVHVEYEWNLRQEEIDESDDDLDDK
PLCg1 inh: PLC-gamma1 (human) inhibition, primary screen | P19174 | purified PLC-gamma1, fluorogenic substrate, fluorescence | inhibition, % at 12.2 µM | hit rate 0.84% among 370,000 | AID 720700; in the data active = inhibition above about 9.5%
TDP2 inh: TDP2 (human) inhibition, absorbance primary screen; O95551; recombinant TDP2, T5PNP hydrolysis, p-nitrophenol absorbance 415 nm; inhibition, % at 12.8 µM; hit rate 0.34% among 370,000; AID 720702;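 active = inhibition above the mean of all tested compounds plus 3 SD, set per campaign, cut at about 25% in these data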;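 also: 0% = DMSO with enzyme and 100% = buffer with substrate but no TDP2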
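Assay system: Recombinant human TDP2 | Quantity: 120 nM TDP2 per well | Incubation: 2 h at 37 °C | Signal: Epi absorbance | Evaluation: Percent inhibition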
ADAM17 inh: inhibits human ADAM17; P78536; recombinant ADAM17, EDANS/DABCYL FRET peptide cleavage; inhibition, % at 6.95 µM; hit rate 0.83% among 370,000;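 active = inhibition above the mean of compounds lying between control limits plus 3 SD, set per campaign, cut at about 8.5% in these data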;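 also: 0% = DMSO-only wells as the low control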
Target sequence (P78536 215-824 limits assumed): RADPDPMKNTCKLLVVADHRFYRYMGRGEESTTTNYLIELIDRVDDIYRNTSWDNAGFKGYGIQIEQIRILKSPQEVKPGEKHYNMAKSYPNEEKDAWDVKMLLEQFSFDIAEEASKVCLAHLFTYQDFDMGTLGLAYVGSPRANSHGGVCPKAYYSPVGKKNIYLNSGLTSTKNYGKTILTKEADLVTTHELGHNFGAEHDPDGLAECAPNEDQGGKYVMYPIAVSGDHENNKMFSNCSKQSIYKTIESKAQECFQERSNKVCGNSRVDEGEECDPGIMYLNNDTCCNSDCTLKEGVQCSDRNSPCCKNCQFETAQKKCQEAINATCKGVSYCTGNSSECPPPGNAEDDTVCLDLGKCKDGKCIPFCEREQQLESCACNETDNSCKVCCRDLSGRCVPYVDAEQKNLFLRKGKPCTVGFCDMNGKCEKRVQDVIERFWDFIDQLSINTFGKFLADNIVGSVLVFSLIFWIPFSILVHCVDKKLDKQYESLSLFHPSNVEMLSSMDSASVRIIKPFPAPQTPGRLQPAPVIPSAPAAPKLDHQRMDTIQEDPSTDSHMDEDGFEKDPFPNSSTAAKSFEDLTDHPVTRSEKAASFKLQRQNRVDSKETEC
LEDGF integ inh: blocks HIV-1 LEDGF/p75-dependent DNA integration | hit rate 0.64% among 370,000 | inhibition, % at 3.7 µM | TR-FRET IN-LEDGF/p75 DNA integration, Eu/Cy5;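 active = inhibition above the screen-wide mean plus 3 SD, cut at about 13% in these data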;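 also: signal is the Cy5 over europium emission ratio at 671 and 618 nm; 0% = plate median of compound wells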
Tn7 DDE FP: DD(E)-Tn7 binding inhibition, primary FP screen. hit rate 0.13% among 370,000. inhibition, % at 8.3 µM. FP displacement of FITC-Tn7 peptide from fibrin DD(E); 0% = median of compound wells per plate. AID 720508. P02675;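 active = inhibition above the mean of compounds falling within the control limits plus 3 SD of them, cut at about 14% in these data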;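 also: 0% = plate median of compound wells and 100% = 10 µM Aha-Tn7 peptide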
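System: human fibrin DD(E); quantity: Fibrin-DD(E) at 2 µM final; also added: fluorescent Tn7 probe at 0.1 µM; compound dosing: single nominal test concentration of 8.3 µM per compound; schedule: 10 min preincubation, 3 h with tracer, room temperature; detection: fluorescence polarization of the labelled Tn7 tracer; repeats: one replicate per compound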
KLK7 zymogen act: proKLK7 (human) activation, primary screen; P49862; purified proKLK7, EDANS-DABCYL substrate fluorescence; 100% is mature enzyme control, 0% vehicle; activation, % at 7 µM; hit rate 0.9% among 370,000; AID 652039;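 active = activation above the mean of all tested compounds plus 3 SD, computed per campaign excluding outliers beyond control limits, cut at about 13% in these data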
ARFGAP1 inhibitor: rat ARFGAP1 inhibition. Q62848. Arfgap1-stimulated ARF1 GTP hydrolysis, GDP FP detection. inhibition, % at 16.5 µM. hit rate 0.26% among 360,000. AID 651572;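 active = inhibition above a per-plate limit, mean inhibition of low control wells plus 3 SD, cut at about 25% in these data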;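 also: 0% = DMSO wells with enzyme and 100% = wells lacking Arfgap1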
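Replicates: Single well per compound | Assay system: Truncated rat Arfgap1 GAP domain | Control set: No-Arfgap1 wells (100%) versus DMSO full-reaction wells (0%) | Times: Enzyme reaction 120 min at 25 °C after 20 min preincubation | Reagent: Human ARF1(Δ1-17)-GTP substrate | Measured by: Tracer-displacement fluorescence polarization with EDTA stop, 620/688 nm | Measure: Percent inhibition of Arfgap1-stimulated GTP hydrolysis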
ADAM10 inh: inhibits human ADAM10 | hit rate 0.62% among 370,000 | recombinant ADAM10, EDANS/DABCYL FRET peptide cleavage, 3 h | inhibition, % at 7 µM | AID 720582;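 active = inhibition above a per-campaign cutoff equal to the mean of compounds falling between control-based bounds plus 3 SD, cut at about 20% in these data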;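 also: 0% = DMSO wells while the 100% control is not disclosed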
Tn6 DDE FP: disrupts Tn6 cyclic peptide binding to fibrin D-Dimer-E complex. inhibition, % at 8.3 µM. AID 720509. hit rate 0.21% among 370,000. Fibrin DD(E) TRITC-Tn6 fluorescence polarization displacement;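 active = inhibition above a per-campaign cutoff: mean of compounds within control limits plus 3 SD, cut at about 15% in these data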;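 also: 0% = median of all compound wells on the plate and 100% = blocking peptide control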
Active calls of the source: *; i = inactive.

SMILES	ASAP1 inh	PLCg1 inh	TDP2 inh	ADAM17 inh	LEDGF integ inh	Tn7 DDE FP	KLK7 zymogen act	ARFGAP1 inhibitor	ADAM10 inh	Tn6 DDE FP
CC1(C(=O)Nc2ccc3ccccc3c2)CCC(=O)N1C1CCN(Cc2ccccc2)CC1 (stereo not drawn)	7	1	-6	-4	-3	10	0.7	8	-28	2
Cc1ccc(S(=O)(=O)N2CCC(=O)N(C(COC(=O)Nc3ccccc3)Cc3ccccc3)CC2)cc1 (stereo not drawn)	4	0	-1	2	-1	-6	-0.4	0	7	6
CC(=O)NC(Cc1ccc(F)cc1)C(=O)NC1CCN(c2nnnn2-c2ccccc2)CC1 (stereo not drawn)	8	2	-16	2	-1	-4	1.1	2	7	6
COc1cc(-c2ccc3oc(-c4cccc(C)c4)c(C#CC4(O)CCCCC4)c3c2)cc(OC)c1OC	8	i	-3	-135	0	-4	83*	16	i	-3
CCCn1c(N)c(C(=O)COC(=O)CCNS(=O)(=O)c2ccccc2F)c(=O)[nH]c1=O	-6	-1	15	-1	2	-1	-0.5	5	1	5
CC1(C)CC(=O)C2=C(C1)Nc1ccccc1NC2c1nc2ccccc2[nH]1 (stereo not drawn)	-10	-4	6	-2	-1	2	-0.6	-3	-6	-3
Cc1ccc(NC(=O)CCCC(=O)O)c(Br)c1	-14	2	2	0	-2	7	0.0	-8	5	-3
O=C1CCN(CCc2ccccc2)CCN1[C@H](CO)c1ccccc1	-3	1	-6	-3	-1	3	-0.2	15	3	-9
Cc1ccc(C)c(OCC(=O)NCC(C)C)c1C	10	1	-12	8	-7	-7	-1.0	14	-3	-3
Cc1nnc(SCC(=O)NCCN2C(=O)CSC2=O)n1-c1ccccc1	-13	9	-10	2	4	-5	-0.1	4	6	3
C=C(C)Cn1c(=O)c2c(nc3n2CC(C)CN3Cc2ccccc2)n(C)c1=O (stereo not drawn)	2	0	-2	0	-3	7	0.1	2	-5	-2
CC(C)NC(=O)C1(C)CN(S(C)(=O)=O)CC(=O)N1CC(F)(F)F (stereo not drawn)	-14	2	-8	-1	0	-5	0.4	6	-6	0
COc1ccc(NC(=O)C2Cc3c(-c4cccc(F)c4)ccnc3O2)cc1 (stereo not drawn)	-17	-1	1	-3	-1	-1	0.3	0	2	3
CCCNC(=O)OCC12CC3CC(CC(C3)C1)C2	-4	2	-3	2	-5	1	-1.2	-8	3	2
CCCC(=O)NCc1nc2ccccc2n1CC(=O)c1ccccc1	-10	-4	-9	-3	-1	3	0.3	2	5	-3
COc1ccccc1NS(=O)(=O)c1cc(N)ccc1N1CCCCC1	5	-1	-3	1	-1	7	0.6	5	5	-2
COc1cc(OC)c(NC(=O)CCNS(=O)(=O)c2ccc3c(c2)oc(=O)n3C)cc1Cl	-6	1	-6	-1	5	-5	0.1	0	-1	-1
CCN1CCN(c2cc(C)c3cc(NC(=S)N4CCN(c5ccc(F)cc5)CC4)ccc3n2)CC1	0	-127	4	-100	-1	-3	6.8	0	-317	-3
COc1ccc(CCNCCC(=O)Nc2c(C)cc(C)cc2C)cc1OC	5	0	-5	3	-1	-2	0.1	2	5	-7
COc1ccccc1NC(=O)c1ccc(COc2ccc3c(c2)CCC3)cc1	-1	4	-11	-3	-2	2	-0.2	-7	-1	-2
COC(=O)C1(Cc2ccc3c(c2)CCC3)Cc2ccc3c(c2C1=O)CCC3 (stereo not drawn)	13	-1	2	-5	1	1	-0.2	-3	-4	5
COc1ccccc1N1CCN(C(=O)C(=O)N/N=C/c2cccc(O)c2)CC1	-1	1	1	-3	-1	-2	-0.2	-7	-2	5
O=C(c1cnc2sccn2c1=O)N1CCN(c2ccccc2Cl)CC1	-14	1	15	-3	-1	-1	0.0	-1	4	-15
C=CCSc1nnc(NC(=O)c2ccc(NC(C)=O)cc2)s1	0	-12	4	-1	-1	-8	-0.4	6	7	-3
COc1nc(NC2OC(CO)C(O)C(O)C2O)c(N)c(=O)[nH]1 (stereo not drawn)	6	-37	-10	-30	6	-2	0.0	-9	-120	-1

Of the compounds above, these have an aryl methoxy group.
SMILES	ASAP1 inh	PLCg1 inh	TDP2 inh	ADAM17 inh	LEDGF integ inh	Tn7 DDE FP	KLK7 zymogen act	ARFGAP1 inhibitor	ADAM10 inh	Tn6 DDE FP
COc1cc(-c2ccc3oc(-c4cccc(C)c4)c(C#CC4(O)CCCCC4)c3c2)cc(OC)c1OC	8	i	-3	-135	0	-4	83*	16	i	-3
COc1ccc(NC(=O)C2Cc3c(-c4cccc(F)c4)ccnc3O2)cc1 (stereo not drawn)	-17	-1	1	-3	-1	-1	0.3	0	2	3
COc1ccccc1NS(=O)(=O)c1cc(N)ccc1N1CCCCC1	5	-1	-3	1	-1	7	0.6	5	5	-2
COc1cc(OC)c(NC(=O)CCNS(=O)(=O)c2ccc3c(c2)oc(=O)n3C)cc1Cl	-6	1	-6	-1	5	-5	0.1	0	-1	-1
COc1ccc(CCNCCC(=O)Nc2c(C)cc(C)cc2C)cc1OC	5	0	-5	3	-1	-2	0.1	2	5	-7
COc1ccccc1NC(=O)c1ccc(COc2ccc3c(c2)CCC3)cc1	-1	4	-11	-3	-2	2	-0.2	-7	-1	-2
COc1ccccc1N1CCN(C(=O)C(=O)N/N=C/c2cccc(O)c2)CC1	-1	1	1	-3	-1	-2	-0.2	-7	-2	5
COc1nc(NC2OC(CO)C(O)C(O)C2O)c(N)c(=O)[nH]1 (stereo not drawn)	6	-37	-10	-30	6	-2	0.0	-9	-120	-1

Remaining list, next part
SMILES	ASAP1 inh	PLCg1 inh	TDP2 inh	ADAM17 inh	LEDGF integ inh	Tn7 DDE FP	KLK7 zymogen act	ARFGAP1 inhibitor	ADAM10 inh	Tn6 DDE FP
CCOc1ccc(S(=O)(=O)N(CC)CC)cc1NC(=O)CSCc1c(C)noc1C	-7	-10	0	-11	1	4	0.1	1	-17	-5
CCOc1ccc(NC(=O)c2cnc3scc(C)n3c2=O)cc1	-1	4	-3	-1	5	4	-0.2	6	2	2
Oc1c(N=Nc2ccccn2)ccc2ccccc12	-4	1	-1	-1	4	-4	-0.5	4	-3	2
O=C(NC1CCN(Cc2ccccc2)CC1)C1COc2ccccc2O1 (stereo not drawn)	11	0	-5	-3	4	-3	0.0	-19	2	7
Cc1cccc(NC(=O)CN2CCN(C(=O)c3oc4c(Cl)cccc4c3C)CC2)c1C	0	-1	-6	-1	5	4	0.0	11	2	2
CC1CCC(C(O)(C(=O)O)C2CCCCC2)CC1C (stereo not drawn)	11	2	5	-4	3	-11	-0.1	1	-15	-2
COc1ccc(NC(=O)c2c(C(F)(F)F)nn(C)c2SCc2ccccc2)cc1	2	4	-4	4	0	-2	0.4	7	5	3
CC(C)(C)OC(=O)[C@H](Cc1ccccc1)NC(=O)c1nc[nH]c1C(=O)N1CCN(C(=O)OC(C)(C)C)CC1	7	3	-6	3	4	1	0.4	-1	15	0
O=C(O)c1ccc(CNC(=O)c2ccc(S(=O)(=O)N3CCCC3)cc2)cc1	-7	3	3	-4	1	3	0.2	13	-11	3
COC(=O)c1ccc(Cn2nc(C)c(Br)c2C)cc1	4	3	-4	1	2	-4	-0.2	11	4	-1
CN(CC(=O)O)S(=O)(=O)c1cc(Cl)ccc1Cl	-3	-1	7	-4	2	8	-0.5	-4	-2	0
COc1ccc(C2=NN(C(=O)CSc3nnc(C)n3C)C(c3ccco3)C2)cc1 (stereo not drawn)	7	-1	2	-1	4	-7	-0.7	0	0	-2
CCOC(=O)CNC(=O)C12CC3CC(CC(C3)C1)C2	7	1	17	-7	-5	-1	0.1	3	-2	-3
Cc1cc(=O)nc2c3ccccc3n(CC(=O)NCCC3=CCCCC3)n12	5	-7	7	-10	0	4	0.1	7	-10	-2
CC(C)CC(=O)N1CCC(N2CCN(c3ccccc3)CC2)CC1	8	1	6	-3	1	5	0.3	2	-8	5
COC(=O)[C@H](Cc1ccccc1)NC(=O)NCCc1ccc(F)cc1	1	-1	-1	-5	-6	-2	-0.1	-11	-2	-4
NC(=O)c1nn(-c2ccc(Cl)cc2Cl)c(=O)cc1O	-5	-6	17	0	3	1	0.6	-5	2	4
CC(C)(C)C(=O)NC(=S)Nc1ccccc1C(N)=O	-10	-26	7	-27	-2	-3	0.5	2	-90	2
CCNC(=O)C1CCCN(C(=O)c2ccc(C(F)(F)F)cc2)CC1 (stereo not drawn)	-11	2	3	0	0	-1	0.3	-11	-4	-4
O=C(CCc1nnc2ccc(N3CCCC3)nn12)Nc1ccc(F)cc1F	-4	8	-9	-2	0	1	0.0	0	-4	2
O=C(Nc1cccc(F)c1)Nc1cccc(Cl)c1	8	2	-5	4	2	-5	0.1	13	23*	-9
O=C1/C(=C/c2cccnc2)SC(=S)N1c1ccccc1	3	0	-9	0	1	0	-1.3	-1	6	1
COc1ccccc1NC(=O)Nc1cccc(C(=O)O)c1	13	0	0	-2	2	0	-0.2	4	0	-13
COc1ccc(-n2nc3c(c2NC(=O)C2CCCC2)CS(=O)C3)cc1 (stereo not drawn)	-10	2	-3	0	-1	-7	0.3	7	-2	-3
Cc1ccc(-c2onc3ccc(Cl)cc23)cc1	-2	1	10	-2	-1	9	-0.4	-6	5	0
CCOc1cccc(NC(=O)C(Cc2cccs2)c2nn[nH]n2)c1 (stereo not drawn)	10	-4	0	-2	0	0	0.2	-3	-15	1
C/C(=N/NS(=O)(=O)c1cccc([N+](=O)[O-])c1)c1ccncc1	-4	0	4	-3	-3	5	0.0	1	-11	3
O=C(Cc1cccs1)NCc1ccc(Cl)cc1Cl	-3	0	9	1	0	-2	0.3	2	4	-2

Results in ASAP1 inh, TDP2 inh and ADAM10 inh, for some of the entries so far:
| Structure | ASAP1 inh | TDP2 inh | ADAM10 inh |
| --- | --- | --- | --- |
| CCOc1cccc(NC(=O)C(Cc2cccs2)c2nn[nH]n2)c1 (stereo not drawn) | 10 | 0 | -15 |
| CCOc1ccc(S(=O)(=O)N(CC)CC)cc1NC(=O)CSCc1c(C)noc1C | -7 | 0 | -17 |
